Screens from PubChem.
CDK5 p35 inh – blocks human CDK5/p35 kinase activity; Recombinant CDK5/p35, ADP-Glo luminescence, 60 min; Q00535+Q15078; AID 488839; inhibition, % at 10 µM; 330,000 tested, 0.01% active;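 active = highest replicate inhibition of at least 50% and at least 75% of replicates reaching 50%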;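 note: plate controls were DMSO neutral control for no effect and GW8510 at 10 µM for full effect; many of its hits are not listed in these tables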
Mot1-301 SUMO – blocks SUMOylation pathway, rescuing yeast Mot1-301 growth; S. cerevisiae Mot1-301 growth rescue, ATP luminescence, 38.5C; percent above DMSO median, 100 means doubled; growth rescue, % at 18.8 µM; 320,000 tested, 1% active;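 active = every valid replicate shows activation above 250% relative to neutral control wells; inactive = the rest, any valid replicate at or below 250%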;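 note: OY570 slx delta 5 strain wells were the positive control but not used for scaling; some compounds called inactive have numbers as strong as hits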
PKA-R2B activ – PKA-R2B complex activation; P22694+P31323; PKA-R2B holoenzyme dissociation, Cy5-IP20 fluorescence polarization; R2B truncated from residue 108, S112A mutant; 0% DMSO only, 100% 113 µM cGMP; activation, % at 11.4 µM; 340,000 tested, 0.079% active; AID 504700;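 active = activation above a cutoff set at the mean over all compounds plus 3 SD, cut at about 18% in these data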;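 note: higher means more holoenzyme dissociation and a rise in polarization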
NSD2 inh – NSD2 (human) methyltransferase inhibition | NSD2 peptide methylation, AlphaScreen, 120 min | inhibition, % at 12.5 µM | 310,000 tested, 0.54% active; in the data active = inhibition above about 50%
MITF act – activators of MITF-driven TRPM1 promoter activity in SK-MEL-5 cells. SK-MEL-5 TRPM1-promoter luciferase, 24 h; % of positive control, neutral wells = 0. activation, % at 12.5 µM. 300,000 tested, 0.75% active. AID 588334;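 active = mean activation of at least 80% with every replicate also reaching 80%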;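 note: 0% = neutral control wells and 100% = parthenolide positive control wells; values of inactives mirror those of a sister screen read the other way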
DSG3 Ab inh – human desmoglein-3 autoantibody binding inhibition; binding (percent of control), % at 10 µM; AID 588358; 310,000 tested, 0.48% active; DSG3-coupled beads, scFv-anti-DSG3-GFP binding, flow cytometry; stronger effect = lower value; P32926;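 active = binding more than 3 SD below its plate's average and above zero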;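 note: hits lower antibody fragment binding to DSG3; some compounds called inactive have numbers as strong as hits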
Target sequence (P32926 whole entry, looked up, the tested form may be a part): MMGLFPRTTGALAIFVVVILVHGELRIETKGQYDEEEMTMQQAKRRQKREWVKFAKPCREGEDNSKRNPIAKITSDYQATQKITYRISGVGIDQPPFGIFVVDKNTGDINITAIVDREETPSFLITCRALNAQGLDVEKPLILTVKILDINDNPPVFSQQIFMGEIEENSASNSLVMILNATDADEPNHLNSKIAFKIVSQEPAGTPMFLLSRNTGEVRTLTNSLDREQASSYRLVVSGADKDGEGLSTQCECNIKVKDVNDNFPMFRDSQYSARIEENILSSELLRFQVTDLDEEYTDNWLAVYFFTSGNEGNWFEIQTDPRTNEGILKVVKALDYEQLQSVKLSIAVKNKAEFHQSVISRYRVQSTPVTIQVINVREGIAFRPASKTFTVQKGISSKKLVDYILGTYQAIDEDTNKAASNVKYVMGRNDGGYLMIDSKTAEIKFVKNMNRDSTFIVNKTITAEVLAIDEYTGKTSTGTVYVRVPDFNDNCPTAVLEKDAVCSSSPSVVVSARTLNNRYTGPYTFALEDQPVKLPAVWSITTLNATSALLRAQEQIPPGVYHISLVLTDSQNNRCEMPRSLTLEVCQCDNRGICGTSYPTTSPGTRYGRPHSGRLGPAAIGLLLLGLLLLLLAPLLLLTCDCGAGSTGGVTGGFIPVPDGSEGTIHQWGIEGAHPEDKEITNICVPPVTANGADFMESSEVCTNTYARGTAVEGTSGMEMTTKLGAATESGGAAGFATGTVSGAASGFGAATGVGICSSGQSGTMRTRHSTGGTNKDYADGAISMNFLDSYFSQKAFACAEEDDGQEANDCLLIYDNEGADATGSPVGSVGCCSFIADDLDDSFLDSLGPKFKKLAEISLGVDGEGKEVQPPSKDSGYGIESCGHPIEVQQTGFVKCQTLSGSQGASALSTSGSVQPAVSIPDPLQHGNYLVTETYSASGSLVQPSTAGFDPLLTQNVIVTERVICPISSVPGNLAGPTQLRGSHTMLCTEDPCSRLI
PKA-R1A act – PKA-R1A complex activation. P00514+P68181. PKA-R1A dissociation, Cy5-IP20 fluorescence polarization; scaled: DMSO 0%, 113 µM cGMP 100%. activation, % at 11.4 µM. 340,000 tested, 0.083% active;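 active = percent activation above the mean of all tested compounds plus 3 SD, cut at about 19% in these data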;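 note: higher means more PKAc released from R1A so a rise in polarization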
SR-BI DiI inh – inhibitors of mouse SR-BI mediated HDL lipid uptake; Q61009; ldlA[mSR-BI] CHO cells, DiI-HDL uptake fluorescence, 3 h; inhibition, % at 12.5 µM; 320,000 tested, 0.96% active; AID 488896;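 active = mean replicate inhibition of at least 70% and a set share of replicates each scoring 70 or more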;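 note: 0% = median of neutral control wells and 100% = median of positive control wells; values of inactives mirror those of a sister screen read the other way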
SR-BI DiI-HDL act – SR-BI HDL lipid transfer activation. CHO ldlA[mSR-BI] cells, DiI-HDL uptake fluorescence, 3 h; 100 = double the neutral-control signal. AID 504775. activation, % at 12.5 µM. 320,000 tested, 0.096% active;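 active = mean replicate activation of at least 60% and every replicate at or above 60%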;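 note: 0% = median plate neutral-control signal and 100% = twice that signal; values of inactives mirror those of a sister screen read the other way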
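Test system: SR-BI-overexpressing, LDLR-lacking CHO cells. Measured by: DiI fluorescence, bottom read. Medium: Ham's F12 with 0.5% BSA, HEPES 25 mM, pH 7.4. Timing: 3 h uptake period with compound, 37 °C.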
dFosB activator – mouse delta FosB homodimer activation. AID 493131. P13346. 340,000 tested, 0.99% active. activation, % at 25 µM. purified delta FosB, TAMRA-CDK5 oligo fluorescence polarization; percent of positive-control signal above neutral wells;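 active = mean activation above about 17%, with every replicate also reaching it, limit read from the data, passing the limit was not always enough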;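 note: fluorescence polarization rise as delta FosB binds a TAMRA Cdk5 AP-1 oligo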
Arrestin-AP2 inh – inhibitors of human beta-arrestin and AP2 interaction; FITC-arrestin peptide / GST-AP2 beads, flow cytometry; AP2 beta2 appendage carries R879A mutation; inhibition, % at 10 µM; 340,000 tested, 0.31% active;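 active = inhibition above a set limit, near 3 SD of compounds lacking own fluorescence, cut at about 54% in these data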;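 note: plate controls were DMSO wells for no effect and 5 µM unlabelled arrestin peptide for full effect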
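Material – AP2 appendage R879A on GSH beads · Buffer or medium – PBS with 0.05% Tween 20 and 0.1% BSA · Probe or stimulus – fluorescein-tagged arrestin peptide at 50 nM final · Incubation – compound with beads 12 min RT, then probe 1 h RT · Detection – high-throughput flow cytometry of beads, ex 488, em 535 nm · Evaluation – percent response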
* hit, by the source's call; nt = no result given.

1: O=C(CCC1CCCC1)NNC(=O)c1ccc(F)cc1
2: COc1ccc(OC)c(S(=O)(=O)N2CCc3ccccc32)c1
3: COc1ccc(C(=O)NCCCNC(=O)c2ccc(C)nc2)cc1
4: Cc1nc(NS(=O)(=O)c2ccccc2)sc1C(=O)NN
5: Cc1ccc(NC(=O)c2ccc(Br)o2)c([N+](=O)[O-])c1
6: O=C(NNC(=O)c1ccco1)c1cccc(Br)c1

screen / no.	1	2	3	4	5	6
CDK5 p35 inh	-0.7	0.0	-2.7	-0.5	0.8	-0.7
Mot1-301 SUMO	5	nt	-17	-10	nt	-3
PKA-R2B activ	-4	0	-6	nt	-7	4
NSD2 inh	1	-6	-5	0	-4	0
MITF act	-3	-13	1	-4	nt	2
DSG3 Ab inh	103	98	94	nt	114	104
PKA-R1A act	8	4	4	nt	6	8
SR-BI DiI inh	-11	5	nt	-18	12	-2
SR-BI DiI-HDL act	11	-5	nt	18	-12	2
dFosB activator	0	-3	-6	-6	-4	1
Arrestin-AP2 inh	5	-4	-12	-3	23	5

7: CC(=O)OCC1OC(OCc2cn(C[C@H]3CC[C@@H]([C@@H]4CC[C@H](Cn5cc(COC6OC(COC(C)=O)C(OC(C)=O)C(OC(C)=O)C6OC(C)=O)nn5)O4)O3)nn2)C(OC(C)=O)C(OC(C)=O)C1OC(C)=O (stereo partly drawn)
8: O=C(NCc1ccc(Cl)cc1)C1CCC(CNc2c(N3CCOCC3)c(=O)c2=O)CC1 (stereo not drawn)
9: O=C1OCCN1S(=O)(=O)Nc1ccccc1
10: O=C(OCC1OC2C(Oc3nc(=O)ccn32)C1O)c1ccccc1 (stereo not drawn)
11: N/C(=N\OC(=O)Cc1cccs1)c1ccccc1
12: CCN(C[C@H]1N[C@@](CC)(C(=O)OC)[C@H]2C(=O)N(Cc3ccccc3)C(=O)[C@@H]12)S(=O)(=O)c1ccc(C(F)(F)F)cc1

screen / no.	7	8	9	10	11	12
CDK5 p35 inh	1.8	0.5	-0.1	1.9	0.1	1.9
Mot1-301 SUMO	-13	-6	-7	16	18	2
PKA-R2B activ	-10	-14	4	-5	-1	-2
NSD2 inh	nt	-1	0	1	-1	nt
MITF act	14	9	nt	11	nt	5
DSG3 Ab inh	98	101	101	100	95	98
PKA-R1A act	0	-11	3	6	-5	10
SR-BI DiI inh	-27	-11	-2	4	-14	-17
SR-BI DiI-HDL act	27	11	2	-4	14	17
dFosB activator	-4	-9	-3	-6	-2	-3
Arrestin-AP2 inh	8	1	-14	-1	6	27

13: Cn1c(CN2CCCCC2)nc2cc([N+](=O)[O-])ccc21
14: CO/N=C(/COc1ccc(F)cc1)c1ccc(OC)cc1
15: NS(=O)(=O)c1cccc(NC(=O)CCSc2ccc(Cl)cc2)c1
16: COc1cc(Cc2ccc(N)c(OC)c2)ccc1N
17: N#Cc1ccc(C(=O)OCC(=O)N2CCOCC2)cc1
18: CC(=O)OCC1=C(C(=O)O)N2C(=O)C(NC(=O)CCn3nc(C)c(Cl)c3C)C2SC1 (stereo not drawn)

screen / no.	13	14	15	16	17	18
CDK5 p35 inh	-2.6	1.8	0.8	-0.8	-1.2	-0.5
Mot1-301 SUMO	7	-4	25	21	0	20
PKA-R2B activ	4	2	-1	-10	-5	10
NSD2 inh	1	-3	-3	29	5	-3
MITF act	11	-11	-12	4	10	15
DSG3 Ab inh	100	72*	102	130	nt	97
PKA-R1A act	9	-10	-4	2	3	0
SR-BI DiI inh	-1	16	6	-7	nt	7
SR-BI DiI-HDL act	1	-16	-6	7	nt	-7
dFosB activator	4	-12	0	0	0	-5
Arrestin-AP2 inh	21	0	8	-1	18	-6

19: CCOCCCNC(=S)Nc1cc(C)cc(C)c1
20: Cc1cc2cc(C)c(NCCNC(=O)c3ccccc3F)nc2cc1C
21: COc1ccccc1NC(=O)COc1ccc2ccccc2c1
22: Cc1ccc(Cl)cc1N1CCN(C(=O)c2ccc3nc[nH]c3c2)CC1
23: COc1ccc(S(=O)(=O)N2CCCC(C(=O)NCc3cccnc3)C2)cc1 (stereo not drawn)
24: Cc1nnc(SCc2nnc(-c3cccs3)o2)s1

screen / no.	19	20	21	22	23	24
CDK5 p35 inh	-2.3	-0.9	0.7	0.2	0.3	-0.6
Mot1-301 SUMO	-2	-3	61	4	-1	-4
PKA-R2B activ	-3	-3	-6	-4	2	0
NSD2 inh	-1	-2	-4	51*	-3	nt
MITF act	0	0	23	-11	-1	2
DSG3 Ab inh	73	87	110	97	94	109
PKA-R1A act	-3	-2	-4	-14	-16	-6
SR-BI DiI inh	7	35	-7	-24	-35	-26
SR-BI DiI-HDL act	-7	-35	7	24	35	26
dFosB activator	-6	-23	-3	-6	5	5
Arrestin-AP2 inh	0	4	-9	24	47	-5

25: O=C(Nc1cccc(-c2nc3ccccc3s2)c1)c1ccc2c(c1)OCO2
26: CCn1c2ccccc2c2cc(NC(=O)COC(=O)c3cccc(S(=O)(=O)NC)c3)ccc21
27: Cc1cccc(NC(=O)CSc2nnc(-c3cc(C)n(-c4ccccc4)c3C)o2)c1C
28: N#CCSc1nc(-c2ccccc2)nc2ccc(F)cc12
29: CCc1ccc(-c2cc(C(=O)N/N=C/c3c[nH]c4ccccc34)[nH]n2)cc1
30: CC(C)(C)Nc1nc(NC(C)(C)C)nc(-n2ccnc2)n1

screen / no.	25	26	27	28	29	30
CDK5 p35 inh	-3.1	-0.4	0.4	3.4	0.6	-1.0
Mot1-301 SUMO	2	0	-30	-2	2	312
PKA-R2B activ	-6	-6	-14	-7	1	9
NSD2 inh	-3	-2	3	-3	0	-1
MITF act	7	16	3	-7	-1	-5
DSG3 Ab inh	99	105	97	89	101	103
PKA-R1A act	3	-12	3	-9	-11	-4
SR-BI DiI inh	29	25	-8	27	69	11
SR-BI DiI-HDL act	-29	-25	8	-27	-69	-11
dFosB activator	-12	-6	-8	-6	-3	1
Arrestin-AP2 inh	-7	-20	34	-9	14	5

31: Cc1ccc(S(=O)(=O)N2[C@@H](c3ccc(F)cc3)C(C(=O)O)=C[C@H]2CC2CCCC2)cc1
32: N#C/C(=C(/O)CN1CCCC1)c1nc(-c2ccccc2)cs1
33: CCCCn1nc(C(=O)N(C)C2CCCCC2)c2ccccc2c1=O
34: CCCN(CCC)CC(O)CN1C(=O)NC(C)(C)C1=O (stereo not drawn)
35: COc1ccc(N2CCN(C(=O)COCc3cc(-c4ccc5c(c4)OCO5)on3)CC2)cc1
36: COC(=O)CNC(=O)c1ccc2c(c1)S(=O)(=O)c1ccccc1C2=O

screen / no.	31	32	33	34	35	36
CDK5 p35 inh	2.2	1.0	0.1	-2.2	0.4	1.3
Mot1-301 SUMO	185	4	8	3	82	-5
PKA-R2B activ	-11	-6	8	-4	5	10
NSD2 inh	nt	-5	1	-1	-2	1
MITF act	4	47	10	2	-12	-5
DSG3 Ab inh	107	109	68	102	71*	99
PKA-R1A act	-1	-2	-5	0	-2	-2
SR-BI DiI inh	21	-25	10	-10	-7	-10
SR-BI DiI-HDL act	-21	25	-10	10	7	10
dFosB activator	-5	1	-8	-3	-9	2
Arrestin-AP2 inh	22	-1	24	-5	-3	4

One compound at a time, from the list above. Order of values: CDK5 p35 inh	Mot1-301 SUMO	PKA-R2B activ	NSD2 inh	MITF act	DSG3 Ab inh	PKA-R1A act	SR-BI DiI inh	SR-BI DiI-HDL act	dFosB activator	Arrestin-AP2 inh
CCCN(CCC)CC(O)CN1C(=O)NC(C)(C)C1=O (stereo not drawn) reads -2.2	3	-4	-1	2	102	0	-10	10	-3	-5
CCCCn1nc(C(=O)N(C)C2CCCCC2)c2ccccc2c1=O reads 0.1	8	8	1	10	68	-5	10	-10	-8	24
COC(=O)CNC(=O)c1ccc2c(c1)S(=O)(=O)c1ccccc1C2=O reads 1.3	-5	10	1	-5	99	-2	-10	10	2	4
N#C/C(=C(/O)CN1CCCC1)c1nc(-c2ccccc2)cs1 reads 1.0	4	-6	-5	47	109	-2	-25	25	1	-1

(next part)
37: CCOC(=O)c1c2n(c3ccc(O)cc13)CCC2
38: COc1ccc(O)c(/C=N/n2c(-c3ccco3)csc2=Nc2cccnc2)c1
39: COc1ccc(CCNC(=O)Cc2ccc(NC3=NC4CS(=O)(=O)CC4S3)cc2)c(OC)c1 (stereo not drawn)
40: CCC(=O)c1ccc(OCC(=O)NNC(=O)c2cc(C)oc2C)cc1
41: C=C1CCC[C@]2(C)C[C@H]3OC(=O)C(CN[C@@H](C)c4ccccc4)[C@H]3CC12 (stereo partly drawn)
42: COCO/C=C(\NC(C)=O)c1ccccc1
43: O=C(N/N=C/c1cc2c(cc1Br)OCO2)c1c[nH]c2ccccc12

screen / no.	37	38	39	40	41	42	43
CDK5 p35 inh	-0.2	1.3	1.5	0.4	-0.6	-2.2	-0.6
Mot1-301 SUMO	-26	8	15	nt	-20	-11	83
PKA-R2B activ	-1	-3	2	-13	-11	-6	-13
NSD2 inh	28	-3	nt	3	-1	nt	0
MITF act	nt	7	nt	4	-1	18	30
DSG3 Ab inh	107	1.2*	92	102	102	102	100
PKA-R1A act	3	-7	-9	-4	-3	-3	-10
SR-BI DiI inh	7	65	-50	-1	-45	-14	3
SR-BI DiI-HDL act	-7	-65	50	1	45	15	-3
dFosB activator	-1	-2	7	-6	-1	0	29*
Arrestin-AP2 inh	7	38	0	11	34	12	-5

No enrichment for hits; 4.7% or so of the library scored in one or more.
